JMJD2C inh = inhibitors of GASC-1 histone demethylase, primary screen, biochemical, fluorescence, DELFIA europium. GST-JMJD2C(1-420) H3K9me3 demethylation. inhibition, % at 2.35 µM. 330,000 compounds, 0.069% hits;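 active = more than half of a compound's replicate wells show inhibition beyond 50%, single wells judged on their own value; inconclusive = some, but no more than half, of replicates pass 50% inhibition; inactive = no replicate passes 50% inhibition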;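 also: signal counts dimethyl H3K9 product captured on neutravidin plate; 0% = median of DMSO wells and 100% = 0.3 times that DMSO median; strong numbers were not always called active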
Target sequence (Q9H3R0 1-420 limits assumed): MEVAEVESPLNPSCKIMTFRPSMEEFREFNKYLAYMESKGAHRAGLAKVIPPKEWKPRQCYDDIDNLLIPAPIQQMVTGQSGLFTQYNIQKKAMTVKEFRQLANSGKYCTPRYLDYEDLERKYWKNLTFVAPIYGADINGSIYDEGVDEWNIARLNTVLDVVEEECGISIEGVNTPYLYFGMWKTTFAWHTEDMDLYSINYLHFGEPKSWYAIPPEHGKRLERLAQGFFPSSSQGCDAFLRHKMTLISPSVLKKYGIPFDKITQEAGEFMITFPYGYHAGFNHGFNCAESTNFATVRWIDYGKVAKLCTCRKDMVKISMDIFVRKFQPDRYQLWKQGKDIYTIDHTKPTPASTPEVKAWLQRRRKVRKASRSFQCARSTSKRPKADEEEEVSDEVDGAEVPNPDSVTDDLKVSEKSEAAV
Efflux pump inh = inhibitors of Candida efflux pumps in yeast, primary screen, S. cerevisiae, Nile Red, multiplex; S. cerevisiae Candida pump triplex; inhibition, % at 10 µM; 330,000 compounds, 0.44% hits;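 active = plate passing quality check with inhibition over a set limit, or well fluorescence over plate mean plus 4 SD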;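 also: Nile Red retained in pooled yeast measured as flow cytometry median fluorescence; 0% = buffer negative control and 100% = Enniatin B positive control; higher means more Nile Red kept so more efflux inhibition; some compounds called inactive have numbers as strong as hits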
An asterisk follows results filed as active; ? = inconclusive.

Results follow in this order: JMJD2C inh | Efflux pump inh
- CCOC(=O)C1CCCN(C2=NC(=O)/C(=C/c3ccc(OC)cc3OC)S2)C1 (centres undefined)
→ -6 | 0.0
- Cc1ccccc1C(=O)Nc1ccc(CN2CCOCC2)cc1
→ 3 | -0.1
- CC(C)(C)N(Cc1ccccc1)C(=O)CN1C(=O)c2ccccc2C1=O
→ 0 | 0.1
- CCCc1ccc(OCCNC(=O)c2ccco2)cc1
→ 5 | 0.0
- Cc1ccc(CN2CCN(CC(=O)NCc3ccccc3)CC2)cc1
→ 20 | -0.1
- Fc1ccc(-n2nnc(-c3ccccc3)n2)cc1
→ -2 | 0.0
- CCN(Cc1cc(=O)oc2cc(C)ccc12)c1ccccc1
→ 4 | 0.1
- O=S(=O)(N/N=C\c1ccc2c(c1)OCO2)c1ccccc1
→ 0 | 0.0
- Cc1cc(NC(=O)c2ccc(Cn3cc([N+](=O)[O-])cn3)o2)no1
→ -12 | 0.0
- Cc1ccc(NC(=O)Nc2nnc(Cc3ccc(F)cc3)s2)cc1
→ -4 | -0.1
- CCCCC(NC(=O)CCc1c(C)c2cc3c4c(oc3c(C)c2oc1=O)CCCC4)C(=O)O (centres undefined)
→ -2 | 0.2
- Cn1c(CNc2ccc(F)cc2)nc2ccccc21
→ 4 | 0.0
- CC(=O)C1=C(c2ccccc2)NC(=O)NC1c1ccc(O)c(Cl)c1 (centres undefined)
→ 7 | 0.1
- CN1CCN(C(=O)c2ccc(CNS(=O)(=O)c3cccc(Cl)c3)cc2)CC1
→ 5 | 0.0
- CCOc1ccccc1NC(=O)NNS(=O)(=O)c1cc(C)ccc1C
→ -7 | 0.0
- COc1ccc(/C=N\NC(=O)c2cc3c(ccc4ccccc43)o2)cc1O
→ 3 | -0.1
- O=C(c1ccccc1)c1ccc(OCC(O)CNCc2cccc(Cl)c2)cc1 (centres undefined)
→ 3 | 0.2
- CN(CCc1ccccn1)C(=O)c1ccc(OC2CCN(Cc3ccccn3)CC2)cc1
→ 4 | 4.7
- Cc1cc(C)nc(SCC(=O)N/N=C/c2cccnc2)n1
→ -3 | 0.1
- CN(Cc1ccc(C(F)(F)F)cc1)C(=O)C1CCC(=O)N(C2CC2)C1 (centres undefined)
→ 12 | 0.1
- Clc1cccc(Cl)c1CN1CCN(c2ncccn2)CC1
→ -7 | 0.1
- COc1cc(CN2CCCCCC2)cc(Br)c1O
→ 7 | 0.0
- CCN(c1ccc(Cl)cc1)S(=O)(=O)c1nnc(NC(=O)C(C)C)s1
→ 2 | -0.1
- CC(=O)N/C(=C\c1ccccc1)C(=O)OCc1cccc(S(=O)(=O)N(C)C)c1
→ -7 | 0.0
- CCCn1c2ccc(F)cc2c2nnc(SCCN3CCOCC3)nc21
→ -4 | 0.0
- COc1cc(OC)c(NC(=O)N2CCOCC2)cc1Cl
→ -1 | 0.0
- CC(C)c1ccc(NC2CCCN(C(=O)CCc3cnn(C)c3)C2)cc1 (centres undefined)
→ 1 | 0.0
- CN(C(=O)c1ccnn1C)C1CCCN(Cc2ccccc2F)C1 (centres undefined)
→ 7 | 0.3
- COc1ccccc1C(=O)Nc1cccc(NC(=O)c2ccccc2C)c1
→ -6 | -0.1
- CC(C)(Oc1ccc(Cl)cc1)C(=O)NNC(=O)c1ccc(Br)o1
→ 9 | 0.0

4 entries from above, set out differently:
mol: CCN(c1ccc(Cl)cc1)S(=O)(=O)c1nnc(NC(=O)C(C)C)s1
  JMJD2C inh: 2
  Efflux pump inh: -0.1
mol: CC(=O)N/C(=C\c1ccccc1)C(=O)OCc1cccc(S(=O)(=O)N(C)C)c1
  JMJD2C inh: -7
  Efflux pump inh: 0.0
mol: CCCn1c2ccc(F)cc2c2nnc(SCCN3CCOCC3)nc21
  JMJD2C inh: -4
  Efflux pump inh: 0.0
mol: COc1cc(OC)c(NC(=O)N2CCOCC2)cc1Cl
  JMJD2C inh: -1
  Efflux pump inh: 0.0

(list continues)
Results follow in this order: JMJD2C inh | Efflux pump inh
- O=C(NCC1CCCO1)C(=O)N/N=C\c1ccc2c(c1)OCO2 (centres undefined)
→ -1 | -0.1
- CCn1c(CSCc2ccc(C)cc2)n[nH]c1=S
→ -1 | 0.1
- COc1ccc(CCNC(=O)c2c(C)nn(CC(C)C)c2Cl)cc1OC
→ -13 | 0.9
- Cc1nc(-c2ccc([N+](=O)[O-])cc2)nc2[nH]ccc(=O)c12
→ -3 | 0.1
- Nc1ccc(C(=O)N2N=C(c3ccccc3)CC2(O)C(F)(F)F)cc1 (centres undefined)
→ 3 | 0.2
- COCCSc1ccccc1C(=O)Nc1ccc(S(=O)(=O)N2CCOCC2)cc1
→ -2 | 0.1
- c1ccc(OCCCCN2CCCCC2)cc1
→ 2 | 0.0
- COCCNc1nc(N)c([N+](=O)[O-])c(N2CCCCCC2)n1
→ -7 | 0.0
- CCOc1ncccc1C(=O)Nc1ccc(C)cn1
→ -13 | -0.1
- Cc1ccc(C2N(C)C(=O)c3ccccc3N2C)cc1 (centres undefined)
→ 2 | -0.1
- Nc1n[nH]c(CO)n1
→ -7 | 0.1
- COc1ccc(Oc2coc3cc(O)ccc3c2=O)cc1
→ 8 | -0.1
- CCOc1cc(/C=N/Nc2nnc(C)n2N)ccc1OC(C)=O
→ 3 | 0.1
- N#Cc1ccc(-c2ccc(OCC(=O)Nc3cccnc3)cc2)cc1
→ 4 | -0.1
- Cc1[nH]c(=O)[nH]c(=O)c1S(=O)(=O)Nc1ccc(F)cc1F
→ -4 | 1.0
- CCOC(=O)N1CCN(C(=O)c2cc3cc(OC)c(OC)cc3[nH]2)CC1
→ 3 | 0.0
- Cc1cc(C)c(NC(=O)Cn2ncc3ccccc32)c(C)c1
→ 7 | -0.1
- COc1ccc(-c2nn3c(=O)c(C)nnc3s2)cc1
→ 3 | 0.0
- CN(C)S(=O)(=O)c1ccc2c(c1)C(=NNC(N)=O)c1cc(S(=O)(=O)N(C)C)ccc1-2
→ 4 | -0.2
- COc1ccc(CC(=O)N2CCc3ccccc3C2)cc1
→ 11 | 0.2
- COc1ccc2nc(SCC(=O)NCc3ccccc3)[nH]c2c1
→ 6 | 0.1
- O=C(c1ccccc1)c1c[nH]c2ccccc12
→ 0 | 0.1
- COc1ccc(-c2c(C)nn3c(N4CCOCC4)cc(C)nc23)cc1OC
→ -6 | -0.1
- Cc1nc(N)sc1-c1csc(Nc2cccc(C(=O)O)c2)n1
→ -10 | 0.0
- Cc1cc(Nc2ccc(Cl)cc2)n2ncnc2n1
→ 2 | 0.0
- CCOC(=O)CSc1nnc(-c2c[nH]c3ccccc23)o1
→ -3 | -0.1
- CSc1ccc(CNC(=O)C2CCC(=O)N(Cc3cccc(F)c3)C2)cc1 (centres undefined)
→ 4 | 0.0
- CCOc1ccccc1C(=O)Nc1ccc(S(=O)(=O)N2CCN(C)CC2)cc1
→ 15 | 0.1
- CC(Oc1ccc2ccccc2c1)C(=O)NNC(=O)Nc1ccccc1 (centres undefined)
→ -4 | 0.1
- O=C(CCN1C(=O)C2C3CCC(C3)C2C1=O)OCC(=O)c1ccc(Cl)cc1 (centres undefined)
→ -13 | -0.1

Quoted at random: 2 entries already listed
Results follow in this order: JMJD2C inh | Efflux pump inh
- CCOc1ccccc1C(=O)Nc1ccc(S(=O)(=O)N2CCN(C)CC2)cc1
→ 15 | 0.1
- COc1ccccc1C(=O)Nc1cccc(NC(=O)c2ccccc2C)c1
→ -6 | -0.1

Next part.
Results follow in this order: JMJD2C inh | Efflux pump inh
- Cc1ccc(Cn2ncc3c(NN)ncnc32)cc1
→ -1 | 0.7
- CCc1nnc(N/N=C/c2cc(C)c(C)cc2C)n1N
→ -10 | -0.1
- CSc1ccccc1OCc1cc(C(=O)N(C)C(C)c2ccccn2)no1 (centres undefined)
→ 10 | -0.1
- CCc1ccc(-c2cc(C(=O)O)c3ccccc3n2)s1
→ -5 | -0.2
- CCc1ccc(NC(=S)N2CCCC2)cc1
→ -1 | 0.1
- O=C(N/N=C/c1cc([N+](=O)[O-])ccc1O)c1ccc(COc2ccc3c(c2)CCC3)o1
→ 2 | -0.1
- COc1ccc2occ(C(=O)c3ccc(N)cc3)c2c1
→ 1 | 0.0
- CCc1cccc(NS(=O)(=O)c2c(C)[nH]c(=O)[nH]c2=O)c1
→ 0 | 0.4
- O=[N+]([O-])c1cccc(/C=N/N=C\c2ccccc2)c1
→ 3 | -0.1
- C=CCn1c(=O)c2c(nc3n2CCCN3CCc2ccc(OC)c(OC)c2)n(C)c1=O
→ 3 | 0.0
- COc1cc2[nH]c(=O)c(C(=O)NCc3ccccc3Cl)c(O)c2cc1OC
→ 17 | -0.1
- CCN(CC)C(=O)c1ccc(NS(=O)(=O)c2ccc3[nH]c(=O)[nH]c3c2)cc1
→ 6 | -0.1
- CN1C(=O)C(=O)/C(=C(/O)c2ccccc2)C1c1ccc(Br)cc1 (centres undefined)
→ -7 | -0.1
- COc1ccc(CN2CCSCC2)c(C)c1C
→ 2 | 0.1
- CC(=O)Nc1ccc(NC(=O)CCCCCn2nnc3ccccc3c2=O)cc1
→ 8 | 0.1
- Cc1cccc(C(=O)NCC(=O)OCC(=O)c2ccc(Cl)s2)c1
→ 7 | 0.5
- C=CCN1C(=S)CC(c2ccccc2)=Nc2ccccc21
→ 23 | 0.1
- Cc1ccc(-c2c(C)nn3c(N4CCOCC4)cc(C)nc23)cc1
→ 3 | 0.6
- COc1cc(OC)cc(N2C(=O)CC(N3CCC(C(=O)N4CCCCC4)CC3)C2=O)c1 (centres undefined)
→ -3 | 0.0
- CSc1ccc(S(=O)(=O)N2CCC(C(=O)NCCc3ccccc3)CC2)cc1
→ -1 | 0.1
- COCCn1c(C)c(C)c2c(NCCc3ccccc3)ncnc21
→ -2 | 0.5
- N#Cc1ccccc1CSc1nc(N)cc(N)n1
→ -2 | 0.1
- Cc1cc(CNC(=O)C2CCC(=O)N(CCc3cccc(F)c3)C2)nn1C (centres undefined)
→ 5 | -0.3
- CCCn1c(=O)c(C(=O)NCCc2ccc(Cl)cc2)c(O)c2ccccc21
→ 0 | -0.1
- CCOC(=O)C1=C(N)Oc2ccc3ccccc3c2C1c1ccc(O)c(OC)c1 (centres undefined)
→ 6 | 0.0
- COc1ccccc1OCc1ccc(C(=O)Nc2cc(OC)c(OC)c(OC)c2)o1
→ 1 | -0.1
- Nc1nc2c(nc(SCc3ccccc3Br)n2[C@@H]2O[C@H](CO)[C@@H](O)[C@H]2O)c(=O)[nH]1
→ 1 | 0.2
- COc1ccccc1CNC1CCCc2ccccc21 (centres undefined)
→ -15 | 0.2
- CCC(=O)N1CCN(c2ccc(NC(=S)NC(=O)c3cc4ccccc4o3)cc2)CC1
→ 2 | 0.1
- COc1cc(/C=C2\SC(N)=NC2=O)cc(OC)c1
→ 20 | 0.0
- CC(C)(C)C(=O)Nc1ccc(-c2nnc3n2CCCCC3)cc1
→ 5 | 0.1
- CCc1cccc(CC)c1NC(=O)c1cccc(S(=O)(=O)N2CCN(C)CC2)c1
→ -9 | 0.7
- O=[N+]([O-])c1ccc(NC(=S)N2CCN(S(=O)(=O)c3ccccc3)CC2)cc1
→ 6 | -0.3
- CC(NC(=O)CSc1ccccc1)c1ccccc1 (centres undefined)
→ -7 | 0.1
- COc1ccc(/C=N/N=C/c2ccc(OC)cc2)cc1
→ -2 | -0.1
- Nc1ccc(C(=O)N/N=C/c2cn(Cc3ccccc3)c3ccccc23)cc1
→ 0 | -0.1
- O=C(Oc1ccc2ccc(O)cc2c1)c1ccccc1Cl
→ 8 | 0.1
- CC(C)n1cnc2c(oc3ccccc32)c1=O
→ -7 | -0.1
- Fc1ccccc1Nc1nc(N2CCOCC2)nc(N2CCOCC2)n1
→ 9 | 0.0
- COc1cccc(N2CCN(c3nc(-c4ccccc4C)cc(=O)[nH]3)CC2)c1
→ 26 | 0.0
- Nc1ccccc1-c1nc2ccccc2[nH]c1=O
→ 6 | 0.1
- O=C(COc1ccccc1Cl)Nc1cc(NC(=O)COc2ccccc2Cl)cc(C(=O)O)c1
→ 42 | -0.1
- NC(=O)c1ccc(C(=O)N/N=C(/Cc2ccccc2)c2ccccc2)cc1
→ 0 | 0.1
- Cc1ccc(C(=O)COC(=O)COc2ccc(C)c(C)c2)cc1
→ -12 | 0.3
- COCCNc1nc(N)c([N+](=O)[O-])c(Nc2ccc(F)cc2)n1
→ 3 | -0.1
- COc1cc(C2C3=C(CC(C)(C)CC3=O)N(C)C3=C2C(=O)CC(C)(C)C3)ccc1O
→ 8 | 0.1
- O=C(O)CN1C(=O)/C(=C\c2cc(Br)ccc2OCc2ccc(Cl)cc2)SC1=S
→ 12 | -0.1
- CCOc1ccc(S(=O)(=O)N/N=C(\C)c2ccc3c(c2)OCO3)cc1
→ -7 | 0.1
- CCc1ccc(NC(=O)CC2C(=O)N(c3ccc(OC)cc3)C(=O)N2CCOC)cc1 (centres undefined)
→ 17 | 0.0
- Cc1ccc2[nH]c(C)c(/C=C/c3cc[n+](C)cc3)c2c1
→ -3 | 20*
- CC(=O)Nc1ccc(Nc2nnc(-c3ccc(C)c(S(=O)(=O)NCCO)c3)c3ccccc23)cc1
→ 17 | -0.2
- CCOc1cc(CN2CCCC(N3CCc4ccccc4C3)C2)ccc1O (centres undefined)
→ ? | 0.1
- Cc1ccc(C)c(NC(=S)N2CCN(S(C)(=O)=O)CC2)c1
→ -6 | 0.1
- NC(=O)C1CCCCc2c1[nH]c1ccc(Cl)cc21 (centres undefined)
→ 5 | -0.1
- CCNC(=O)NC1(C(=O)N2CCC(Cc3ccccc3)CC2)CCCCC1
→ 11 | 0.5
- COc1ccc(/C=C2/SC(=S)N(Cc3ccccc3)C2=O)cc1O
→ -3 | 0.1
- O=C(c1cccc(Cl)c1)N1CCN(Cc2ccccc2)CC1
→ -13 | 0.3
- CCN1CCN(C/C(C)=C/c2ccccc2)CC1
→ 0 | -0.1
- C/C(=N\NC(=O)c1cccc(F)c1)c1ccc(NC(=O)Cc2ccccc2)cc1
→ -24 | 0.1

Source: PubChem BioAssay

A portion of the library, so the mix of outcomes need not match the whole.
